High-throughput results (PubChem BioAssay)
tolC growth inh – growth inhibitors of E. coli tolC mutant, primary screen, strain BW25113 ΔtolC::kan, 384-well. 65,000 tested, 2.2% active. growth inhibition, % at 10 µM (by protocol). OD615. AID 573, 2007;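 active = growth inhibition at or above a cutoff equal to the mean over every tested compound plus 3 SD, cut at about 60% in these data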;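 note: growth measured after 20 h incubation at 37 °C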
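Assay system: tolC-deleted E. coli BW25113. Medium: kanamycin-containing LB broth (50 µg/mL). Dosing: 10 µM final, single dose. Timing: bacterial growth with compound for 20 h at 37 °C. Detection: A615 absorbance measurement. Read-out basis: growth inhibition in percent.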
5HT1a antag – human 5-HT1a receptor antagonists, primary screen, cell-based, CHO, Ga15 NFAT-bla reporter; CHO 5-HT1a Ga15 NFAT-bla reporter, antagonist mode; inhibition, % at 10 µM; 62,000 tested, 0.68% active;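 active = inhibition above the mean of all tested compounds plus 3 SD, cut at about 43% in these data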;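 note: receptor stimulated by 5-CT agonist at 100 nM near EC80; beta-lactamase reporter measured by ratiometric fluorescence of a cleavable substrate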
S1P1 ag pot – S1P1 agonists and agonism potentiators, primary screen, cell-based, primary and confirmation screens, CRE-bla reporter | S1P1 CRE-bla cells, forskolin, beta-lactamase FRET, potentiator mode; S1P1 agonist co-added at EC20, 2 nM; 100% = saturating reference agonist, 0% = basal | Sphingosine 1-phosphate receptor 1 (Homo sapiens), P21453 | activation, % at 9.5 µM | 56,000 tested, 0.57% active;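 active = activation above a cutoff set at the mean activation of all tested compounds plus 3 SD, cut at about 54% in these data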;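 note: forskolin at 4 µM as EC80 and the EC20 agonist is SEW2871; 100% = SEW2871 at its EC100 plus forskolin at EC80; some compounds past the cut are filed as inactive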
S1P3 ag – human S1P3 receptor agonists, primary screen, cell-based, primary and confirmation, NFAT-BLA reporter. AID 373, 2006. 60,000 tested, 0.1% active. activation, % at 4.5 µM. Sphingosine 1-phosphate receptor 3 (Homo sapiens), Q99500. S1P3 NFAT-BLA reporter cells, agonism, FRET ratio; relative to 1 µM S1P, basal subtracted;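 active = activation above the screen-wide mean plus 3 SD, cut at about 4.5% in these data, passing the limit was not always enough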; note: some compounds called inactive have numbers as strong as hits
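Measure – % activation relative to 1 µM S1P (100%), per plate · System – stable CHO line with human S1P3, Gα16, NFAT-BLA reporter · Timing – cells plated overnight, compound 4 h 37 °C, substrate 2 h RT · Technique – fluorescent BLA substrate, ex 405 nm, em 460/535 nm ratio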
HTR1E agonist – 5-HT1E receptor agonists, primary screen, cell-based, HTS. CHO 5-HT1E Ga15 NFAT-bla reporter, FRET; 0% DMSO wells, 100% control agonist wells. 65,000 tested, 0.69% active. activation, % at 6 µM. 5-hydroxytryptamine receptor 1E (Homo sapiens), P28566;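 active = activation above a set limit, the screen-wide mean activation plus 3 SD, cut at about 8.5% in these data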;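 note: 100% = positive control agonist at 1 µM giving full maximal response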
5HT1E antag – 5-HT1E receptor antagonists, primary screen, cell-based, HTS | 65,000 tested, 0.99% active | 5-hydroxytryptamine receptor 1E (Homo sapiens), P28566 | AID 571, 2007 | inhibition, % at 6 µM | CHO 5-HT1E Ga15 NFAT-bla reporter, FRET, antagonist;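 active = inhibition above a set limit, the mean inhibition across every tested compound plus 3 SD, cut at about 29% in these data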;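 note: signal is the 460 over 535 nm emission ratio of beta-lactamase substrate; 0% = agonist plus DMSO wells and 100% = wells without agonist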
SF1 activator – activators of human SF-1, primary screen, cell-based, CHO-K1, Gal4-SF-1 LBD, luciferase luminescence. Steroidogenic factor 1 (Homo sapiens), Q13285. CHO-K1 Gal4-SF-1 LBD luciferase reporter; % increase over DMSO SF-1-specific signal. activation, % at 10 µM. 65,000 tested, 1.9% active;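 active = activation above the mean activation of all tested compounds plus 3 SD, cut at about 50% in these data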
Target sequence (Q13285 whole entry, looked up, the tested form may be a part): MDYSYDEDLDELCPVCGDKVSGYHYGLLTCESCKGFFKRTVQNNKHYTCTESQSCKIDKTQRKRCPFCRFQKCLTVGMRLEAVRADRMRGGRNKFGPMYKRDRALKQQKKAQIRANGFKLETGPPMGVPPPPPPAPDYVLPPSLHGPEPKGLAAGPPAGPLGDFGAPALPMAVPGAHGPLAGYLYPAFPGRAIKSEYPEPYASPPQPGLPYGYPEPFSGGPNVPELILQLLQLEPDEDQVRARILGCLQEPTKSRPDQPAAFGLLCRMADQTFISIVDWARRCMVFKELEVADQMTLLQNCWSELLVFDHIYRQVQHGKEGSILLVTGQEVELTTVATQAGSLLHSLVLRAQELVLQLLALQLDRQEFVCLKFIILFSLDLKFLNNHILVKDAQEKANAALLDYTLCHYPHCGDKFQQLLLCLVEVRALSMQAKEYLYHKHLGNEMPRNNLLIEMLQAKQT
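Material: CHO-K1 cells with Gal4–hSF-1 LBD chimera plus Gal4-driven luciferase / Input: 4,000 CHO-K1 cells per well / Incubation: compound exposure 20 h at 37 °C / Signal: luminescence read 15 min after SteadyLite luciferase reagent, after room-temperature equilibration / Read-out: percent activation versus DMSO / Benchmarks: DMSO negative control and −SF1 background wells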
AP complement – alternative complement pathway inhibitors, primary screen, biochemical, ELISA, human serum, orthogonally pooled compounds. LPS-coated ELISA, C3 deposition; tested in compound mixtures. inhibition, % at 5 µM. 62,000 tested, 0.08% active;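 active = inhibition above 30% in each of the two pooled mixtures holding the compound, so the lower value exceeds 30%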;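 note: 0% = serum in Mg-EGTA without compound and 100% = EDTA serum blank; some compounds past the cut are filed as inactive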
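Test system: human serum complement alternative pathway, C3 deposition onto LPS / Medium: Mg2+-EGTA GVB++ buffer containing human serum at 1:15 dilution / Probe or stimulus: Plate-bound LPS / Times: 1 h at 37 °C / Signal: ELISA with HRP anti-human C3 antibody, TMB substrate, absorbance 450 nm / Measure: percent inhibition / Repeats: two pool placements per compound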
RORa activator – activators of orphan receptor RORA, primary screen, cell-based, luminescence. Nuclear receptor ROR-alpha (Homo sapiens), P35398. CHO-K1 Gal4-RORA LBD luciferase reporter; percent increase over mock-subtracted basal signal. activation, % at 10 µM. 65,000 tested, 1.5% active;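 active = activation above the mean of all tested compounds plus 3 SD, cut at about 49% in these data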;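 note: 0% = DMSO-treated RORA cells and 100% = added signal equal to DMSO minus mock-transfected cells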
Target sequence (P35398 whole entry, looked up, the tested form may be a part): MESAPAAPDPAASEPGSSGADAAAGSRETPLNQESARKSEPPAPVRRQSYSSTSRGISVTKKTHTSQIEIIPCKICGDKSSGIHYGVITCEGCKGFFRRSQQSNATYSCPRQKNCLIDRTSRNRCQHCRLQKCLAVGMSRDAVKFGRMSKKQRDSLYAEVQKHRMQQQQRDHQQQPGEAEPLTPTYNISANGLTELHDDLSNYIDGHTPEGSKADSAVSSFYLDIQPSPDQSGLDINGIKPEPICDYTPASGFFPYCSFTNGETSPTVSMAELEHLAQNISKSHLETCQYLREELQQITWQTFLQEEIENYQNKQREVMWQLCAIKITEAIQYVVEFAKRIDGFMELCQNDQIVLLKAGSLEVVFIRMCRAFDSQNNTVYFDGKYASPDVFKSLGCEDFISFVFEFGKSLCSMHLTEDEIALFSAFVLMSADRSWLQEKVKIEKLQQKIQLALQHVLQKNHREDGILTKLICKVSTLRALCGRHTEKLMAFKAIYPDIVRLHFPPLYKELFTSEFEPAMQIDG
An asterisk follows results filed as active; nt = no result given. Not a hit list; about 7.1% have a hit in one of these screens.

Below each compound – 5HT1E antag | HTR1E agonist | tolC growth inh | S1P3 ag | SF1 activator | RORa activator | 5HT1a antag | AP complement | S1P1 ag pot
- Cc1ccc(S(=O)(=O)N2CCC(C(=O)NCCN3CCCCCC3)CC2)cc1
→ -3.4 | 0.2 | -18.5 | -0.2 | -1.4 | -6.2 | 2.3 | 7.1 | 11.4
- CCn1c(SCC(=O)Nc2ccccc2OC)nnc1-c1cnccn1
→ 7.1 | -0.3 | 1.5 | -0.3 | 4.5 | 18.3 | 5.3 | 21.9 | -0.9
- CC(=O)Nc1ccc(NC(=O)N2CCCCC2)cc1
→ 0.1 | 0.0 | -19.7 | -0.5 | 1.6 | -22.5 | -3.3 | -14.0 | -5.5
- COC(=O)CC1=C(C(=O)OC)C(c2ccncc2)C(C#N)=C(N)O1 (centres undefined)
→ 1.9 | -0.2 | 18.0 | -5.7 | -14.2 | -34.6 | nt | 8.3 | 9.8
- CC(=O)Nc1ccccc1N(C)S(=O)(=O)c1ccc(C)cc1
→ 6.0 | 0.0 | -24.0 | -1.5 | 27.5 | 47.5 | 7.3 | 6.2 | 5.7
- Cc1nc2ccccc2c(=O)n1N
→ -9.6 | -0.4 | -21.0 | -0.9 | -8.9 | -10.3 | -2.3 | 12.1 | -18.5
- CCCn1cnc2c(c1=O)c1nc3ccccc3nc1n2CCc1ccccc1
→ -2.7 | 0.4 | -18.6 | -0.2 | -20.9 | -19.6 | -22.7 | -8.6 | -0.6
- c1ccc(-c2nc3ccccc3nc2-c2ccccn2)nc1
→ -4.8 | -0.5 | -9.1 | -0.4 | 14.8 | -3.8 | 11.9 | 11.9 | -16.5
- COc1ccccc1N1CCN(c2nc3ccccc3n3nnnc23)CC1
→ 2.3 | -0.9 | 30.5 | -0.5 | 0.4 | 2.6 | 1.5 | -4.1 | -30.2
- CCCC(NS(=O)(=O)c1ccc(OC)cc1)C(=O)O (centres undefined)
→ 0.7 | 0.3 | -13.1 | 0.4 | -10.5 | -8.6 | -15.5 | 6.3 | -6.2
- CCCCNc1cc(C(=O)O)cc(S(N)(=O)=O)c1Oc1ccccc1
→ -1.9 | -0.2 | 10.7 | -1.4 | 5.8 | -1.8 | nt | 1.6 | 1.9
- NC(=O)c1oc2ccccc2c1NC(=O)c1ccc(F)cc1
→ -0.1 | 1.0 | -7.2 | -0.3 | 6.3 | -10.0 | 8.3 | 10.7 | 2.1
- CC1=C(C(=O)N2CCCCC2)C2(CCC(C)CC2)OC1=O (centres undefined)
→ -6.5 | -0.5 | -4.3 | -0.2 | -8.8 | -7.1 | -3.8 | 6.3 | -4.6
- Cc1oc(C(=O)O)cc1COc1ccc2c(C)cc(=O)oc2c1
→ 7.2 | -0.9 | 20.5 | nt | -6.5 | 6.0 | 5.5 | 7.4 | nt
- O=C(Nc1ccccc1C(=O)N1CCOCC1)c1ccco1
→ -7.5 | -0.1 | 0.6 | -0.9 | -0.7 | 14.1 | -0.5 | 6.0 | nt
- COC(=O)CSc1nnc(CNC(=O)c2ccc(OC)cc2OC)n1C
→ -7.8 | -2.0 | -18.2 | -0.9 | 3.2 | -3.8 | 1.2 | 15.4 | -9.5
- CC(C)NC(=O)NC(=O)COc1ncnc2sccc12
→ 3.8 | -0.8 | -10.4 | nt | -3.9 | 10.4 | 0.5 | 3.9 | nt
- O=P(c1cccs1)(c1cccs1)c1cccs1
→ 8.4 | -0.3 | -1.3 | -0.6 | -12.2 | -11.7 | 2.0 | -1.9 | -23.6
- COC(=O)Cn1c(CN2CCC(Cc3ccccc3)CC2)nc2c1c(=O)n(C)c(=O)n2C
→ -2.6 | -0.8 | -18.3 | -1.0 | 2.1 | -10.6 | -8.4 | nt | -6.6
- CCc1ccc(O)c(N=Cc2ccccc2O)c1
→ -5.1 | 0.7 | -6.2 | -0.8 | -15.8 | -25.2 | 1.1 | 18.8 | -32.5
- O=C(O)CCc1ccc(-c2cccs2)n1-c1ccc(C(=O)O)cc1
→ 2.6 | -0.4 | -14.5 | 0.3 | 9.3 | -8.7 | 7.2 | 8.2 | -3.3
- COc1cc(/C=N/O)ccc1OCc1ccc(C(=O)O)cc1
→ -5.9 | -0.3 | 5.1 | 1.6 | -90.6 | -89.4 | nt | nt | -7.1
- O=C(Nc1cccc(-c2cn3ccsc3n2)c1)c1ccccc1
→ 4.5 | 82.7* | 22.1 | -0.1 | 26.6 | 48.8* | 1.9 | 9.7 | -8.6
- CCOC(=O)CCn1nc(-c2ccc(Cl)cc2)cc1N
→ -6.1 | -0.6 | -18.8 | 0.7 | 70.0* | 41.4 | -3.2 | 0.5 | 2.0
- O=C(CN1CCOCC1)Nc1c(-c2ccccc2)c2cc(Br)ccc2[nH]c1=O
→ 3.8 | 1.1 | -1.9 | -1.2 | -16.4 | -15.9 | -10.8 | nt | -18.2
- CCN(CC)CCN1C(=O)C(=O)/C(=C(/O)c2ccc(F)cc2)C1c1cccnc1 (centres undefined)
→ -4.5 | -0.2 | -3.3 | -2.8 | -7.3 | -12.0 | nt | nt | -9.3
- c1ccc(CC2CCN(C(c3cccs3)c3nnnn3C3CCCC3)CC2)cc1 (centres undefined)
→ 0.9 | -0.6 | 21.5 | -0.9 | -11.6 | 2.4 | 12.7 | 12.4 | 5.3
- COc1ccc(-c2noc(C)c2-c2ccc3ccccc3n2)c(O)c1
→ 1.4 | -0.7 | 96.2* | -0.1 | -2.3 | -13.5 | 5.9 | 7.1 | 2.9
- COc1ccc2cc(C(c3nnnn3Cc3ccc(F)cc3)N3CCCCCC3)c(=O)[nH]c2c1 (centres undefined)
→ -9.1 | 1.5 | 8.3 | -0.3 | -11.3 | -0.8 | -19.4 | 4.2 | -16.3
- COC(=O)c1sccc1NC(=O)c1ccncc1
→ 8.2 | 1.1 | 4.7 | -0.5 | -11.6 | -13.8 | -7.1 | 7.5 | nt
- Cn1c(=O)cc(OCCCC(=O)N2CCN(c3ccccc3)CC2)c2ccccc21
→ -5.8 | 0.1 | 4.2 | -0.5 | -2.5 | -8.7 | -1.8 | 11.9 | -25.3
- O=C(NCc1ccc2c(c1)OCO2)c1cccc(S(=O)(=O)N2CCOCC2)c1
→ -9.8 | -0.6 | -3.8 | -0.1 | 3.3 | 6.6 | 3.5 | 3.3 | nt
- COc1ccc(CNc2oc(C)nc2C#N)cc1
→ -13.8 | 0.2 | -4.9 | 0.5 | -12.3 | 16.1 | -18.1 | 8.6 | 1.6
- Cc1nc(NC(=O)c2oc3ccccc3c2C)sc1C(=O)N(C)C
→ 4.5 | 0.5 | 8.3 | -0.3 | 40.4 | 31.5 | -16.0 | 8.5 | 7.4
- O=C(O)C1C2C=CC(C2)C1C(=O)OCc1ccccc1 (centres undefined)
→ 4.5 | -0.3 | 3.3 | -0.5 | 20.2 | 32.0 | 5.1 | -4.7 | -3.1
- CC(C)=C1C2C=CC1C1C(=O)N(c3ccc4c(c3)OCO4)C(=O)C21 (centres undefined)
→ -10.6 | 0.4 | -1.3 | -0.7 | -7.1 | 20.8 | -5.0 | nt | -18.3
- CC(C)CC(=O)Nc1ccc(F)c(Cl)c1
→ 3.9 | -0.7 | -6.3 | -0.9 | -10.7 | -13.4 | 7.2 | 11.2 | 3.7
- Cc1ccc(NC(=O)Cc2nc(CSc3nnc(-c4ccc5c(c4)OCO5)o3)cs2)cc1
→ 1.9 | 1.1 | 13.9 | 0.9 | 40.6 | -2.2 | -5.2 | 17.5 | 45.7
- C=CCn1c(Cc2csc(N)n2)nnc1SCc1ccc(C(=O)OC)cc1
→ -2.1 | -1.6 | -1.0 | -0.1 | -7.9 | -6.5 | -8.8 | -4.8 | nt
- C/C(=C(\C#N)C(=O)NCCCN1CCOCC1)N(C)C
→ -5.4 | 0.0 | -26.7 | -0.5 | 7.9 | -1.1 | -1.7 | 4.6 | -4.8
- CCN(CC)S(=O)(=O)c1ccc(N2CCCC2)c(C(=O)OCC(=O)/C(C#N)=C(\C)N)c1
→ 4.7 | -1.5 | 10.1 | 1.2 | -5.7 | -21.9 | 9.6 | 10.3 | -11.1
- CCN(CC)S(=O)(=O)N1CCC(C(=O)NCCN2CCOCC2)CC1
→ -6.5 | -0.7 | -19.2 | -0.5 | 8.8 | -2.6 | 7.3 | 21.9 | 2.1
- CCN1CCN(S(=O)(=O)c2ccc(Br)s2)CC1
→ -4.1 | 0.1 | -13.9 | 0.1 | -3.0 | -3.4 | 1.2 | 10.1 | -22.2
- O=C(c1cccc(F)c1)N1CCN(C(=O)C2CC2)CC1
→ -1.4 | 0.1 | -10.7 | 0.4 | 6.1 | -7.5 | -1.0 | 8.3 | 10.0
- CCn1c(=O)cc(SCC(=O)NCC2CCCO2)c2ccccc21 (centres undefined)
→ -5.7 | 0.0 | -0.8 | -1.0 | 9.7 | 18.1 | 6.2 | 12.7 | -0.4
- CCOCCn1c(N2CCN(c3ccccc3)CC2)nc2c1c(=O)n(C)c(=O)n2C
→ -7.2 | 0.4 | -1.9 | nt | -3.8 | -3.6 | -8.8 | -5.0 | nt
- CC1(C)CC(=O)C(C=NCCCN2CCOCC2)=C(O)C1
→ -1.7 | 0.0 | 2.8 | -1.3 | -10.1 | -3.1 | 2.5 | -1.2 | nt
- CCCCC(=O)Nc1cccc(-c2nc3ncccc3o2)c1
→ -10.9 | 0.7 | 25.7 | -0.4 | -21.0 | 3.5 | -5.3 | 5.5 | 29.7
- COc1ccc(S(=O)(=O)N2Cc3ccccc3CC2C(=O)Nc2ccc(O)cc2)cc1OC (centres undefined)
→ -7.8 | 0.0 | 6.8 | 0.6 | -5.9 | 31.1 | 3.8 | 7.3 | -15.6
- N#C/C(C(=O)N1CCOCC1)=c1\s/c(=C/c2ccncc2)c(=O)n1-c1ccccc1
→ -7.2 | -0.8 | -17.7 | -0.7 | 8.2 | -10.8 | 2.8 | -1.4 | 3.7
- CCOC(=O)C1CCCN(S(=O)(=O)c2c(C)c(C)cc(C)c2C)C1 (centres undefined)
→ 16.1 | -0.7 | 22.3 | nt | -4.6 | -21.7 | 29.6 | -0.6 | nt
